T cell HTS = T cell immune modulation candidate | 2C CD8+ T cell-vesicle binding, flow cytometry; stronger effect = lower value | actives 0.068% (n = 330,000) | AID 2052 | calls only at 7 µM;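 active = response, share of CD8 T cells binding vesicles, and their 90th percentile fluorescence all below set limits, cut at about 80% in these data, passing the limit was not always enough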
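Read-out – percent CD8+ FL2 mean versus row control · System – murine 2C transgenic CD8+ T lymphocytes · Times – 1.5 h cell–vesicle binding at 37 °C, then 20 min icy labelling · Control set – naked vesicles low, QL9 vesicles with vehicle high · Detection – cytometric PE anti-B7-1 and Alexa647 anti-CD8 signals after 1% paraformaldehyde fixation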
Myeloid diff 2 = promotes myeloid progenitor differentiation; actives 1% (n = 360,000); calls only at 10 µM; ER-HoxA9 myeloid progenitors, lysozyme-GFP differentiation, flow cytometry;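 active = normalized GFP-positive differentiation at or above the plate's own cutoff, the solvent-only control mean plus 3 SD; inconclusive = no clear call, values can overlap the other calls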;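 note: cells exposed to compound for four days before flow analysis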
Hep lipid drop = hepatic lipid droplet formation modulation; actives 0.4% (n = 240,000); AML12 mouse hepatocytes, oleate lipid droplets, BODIPY imaging; AID 1656; inhibition, % at 6.5 µM;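 active = lipid droplet intensity inhibited by at least 50%, with more than 500 cells counted; inconclusive = wells with under 300 cells, treated as cytotoxic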
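Test system: AML12 mouse liver cells; schedule: overnight exposure; technique: high-content imaging of BODIPY-stained droplets and DAPI nuclei; read-out: % inhibition of corrected integrated BODIPY droplet signal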
Hep lipid drop cells 6.5 µM = second read-out of Hep lipid drop, no call of its own (marks repeat the call); cell count; measured here: cell count, cytotoxicity flag;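 cells counted across two imaged fields per well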
T cell HTS vesicle-bound % = also measured in T cell HTS; calls as there; double positive events, %; measured here: CD8+ vesicle-bound cell fraction;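 binding gate set so that unloaded-vesicle control wells show 10% double positive cells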
Myeloid diff 2 GFP+ MAC1+ % = second read-out of Myeloid diff 2, no call of its own (marks repeat the call); GFP+ MAC1+ double positive, %; measured here: differentiation confirmed by MAC1 staining
Numbers without * were called inactive; i = inactive; u = inconclusive; x = not tested or not shown; + = active, no number. The list is partial; the hit share may differ from the screen's.

mol | Hep lipid drop cells 6.5 µM | T cell HTS vesicle-bound % | Hep lipid drop | Myeloid diff 2 GFP+ MAC1+ % | Myeloid diff 2 | T cell HTS
COC(=O)c1cc(S(=O)(=O)NCc2cccc(OC)c2)cn1C | 809 | 60 | -3 | 1.5 | i | i
CCCCN(C(=O)c1cc(CC)c(C)s1)c1c(N)n(CC(C)C)c(=O)[nH]c1=O | 815 | 58 | -2 | 1.0 | i | i
CCCNC(=S)NNC(=O)c1cc(-c2cccnc2)nc2ccccc12 | 748 | 53 | 8 | 0.6 | i | i
CC(C)CC(=O)N(c1nnc(-c2cccnc2)s1)C1CCCC1 | 837 | 67 | 5 | 0.2 | i | i
COc1ccc(Br)cc1/C=N/N1C(=O)CSC1=S | 819 | 12 | 3 | 1.4 | i | i
CCOC(=O)[C@@H]1[C@H]2COc3ccc(Br)cc3[C@@H]2N2C(=O)N(c3ccc(C)cc3)C(=O)[C@]12C | 738 | 33 | -16 | 1.9 | i | i
CCOc1ccc(S(=O)(=O)NCCC(=O)NCC(c2ccccc2OC)N2CCCC2)cc1 (centres undefined) | 699 | 5 | -17 | 8.8 | i | i
Cc1cccc(NS(=O)(=O)c2ccc(C(=O)NCC(c3ccco3)N(C)C)cc2)c1C (centres undefined) | 656 | 14 | 11 | x | u | i
O=S(=O)(c1ccccc1)N1N=C(c2ccc(O)cc2)CC1c1ccco1 (centres undefined) | 605 | 24 | -29 | 2.0 | i | i
O=S1(=O)CCC(NC2CCCC2)C1 (centres undefined) | 822 | 19 | -4 | 0.4 | i | i
COC(=O)N/N=C\c1ccc(OC/C=C/c2ccccc2)c(OC)c1 | 682 | 8 | -26 | 0.4 | i | i
CCn1c(CC(=O)Nc2ccc(OC)cc2)nnc1SCC(=O)N1CCOCC1 | 799 | 68 | -1 | 4.3 | i | i
CCC1CCCCN1C(=O)CCC(=O)Nc1nnc(C(F)(F)F)s1 (centres undefined) | 722 | 10 | 14 | x | u | i
CCOC(=O)[C@H]1[C@H]2COc3cc(OC)ccc3[C@@H]2N2C(=O)N(c3ccc(Br)cc3)C(=O)[C@@]12C | 831 | 44 | -9 | 2.2 | i | i
CC1CCN(S(=O)(=O)c2cccc(C(=O)NC3CCCC3)c2)CC1 | 814 | 45 | -1 | 1.2 | i | i
O=C(Nc1ccc(F)cc1)c1cccc(N2C(=O)C3C4C=CC(C5CC45)C3C2=O)c1 (centres undefined) | 847 | 5 | 29 | 0.9 | i | i
CCOCCCNC(=O)c1cc2c(=O)n(CC)c3ccccc3c2s1 | 389 | 46 | -1 | 0.2 | i | i
Cc1ccccc1S(=O)Cc1ccc(C(=O)NCCN2CCOCC2)o1 (centres undefined) | 675 | 2 | 26 | 0.7 | i | i
O=C(NCc1ccncc1)C1CCCN(S(=O)(=O)c2ccc(Br)cc2)C1 (centres undefined) | 815 | 50 | -1 | 0.8 | i | i
COc1cn(-c2ccccc2)nc1C(=O)Nc1ccc(C)cc1Cl | 771 | 46 | 37 | 3.6 | i | i
COc1cc(NC(=O)CN2C(=O)COc3ccc(S(=O)(=O)N4CCCCC4)cc32)cc(OC)c1 | 692 | 10 | -2 | 3.8 | i | i
COc1ccc(CCC(=O)OCc2csc(CC(=O)Nc3ccccc3C)n2)cc1 | 681 | 38 | 3 | 1.1* | + | i
CCc1cccc(OCC(=O)Nc2ccc(C(=O)O)cc2NC(=O)COc2cccc(CC)c2)c1 | 785 | 11 | -5 | 0.3 | i | i
CC(C)C1C(=O)CC(c2ccccc2)NC1c1ccccc1 (centres undefined) | 838 | 4 | -1 | 0.1 | i | i
CCCc1nnc(SCC(=O)NC2CC2)n1C | 740 | 47 | 19 | 0.9 | i | i
CCC(=O)Nc1c(-c2ccc(C)cc2)nc2ccc(C)cn12 | 818 | 58 | 5 | 0.6 | i | i
COc1ccc(C(=O)NCCn2cc(SCC(=O)NCC3CCCO3)c3ccccc32)cc1OC (centres undefined) | 848 | 65 | -5 | 1.2 | i | i
COC(=O)c1c(NC(=O)C(=O)N2CCCC2)sc2c1CC(C)(C)OC2 | 661 | 27 | -21 | 1.6 | i | i
COc1ccc(C=Nc2cccnc2N)cc1 | 779 | 30 | 1 | 0.0 | i | i
CCc1ncc(CN2CCC(C(=O)Nc3cccc(-c4cscn4)c3)CC2)cn1 | 817 | 6 | 14 | 1.0 | i | i

Quoted at random: 2 records from the list.
mol | Hep lipid drop cells 6.5 µM | T cell HTS vesicle-bound % | Hep lipid drop | Myeloid diff 2 GFP+ MAC1+ % | Myeloid diff 2 | T cell HTS
CCC(=O)Nc1c(-c2ccc(C)cc2)nc2ccc(C)cn12 | 818 | 58 | 5 | 0.6 | i | i
COc1ccc(C(=O)NCCn2cc(SCC(=O)NCC3CCCO3)c3ccccc32)cc1OC (centres undefined) | 848 | 65 | -5 | 1.2 | i | i

(listing goes on)
mol | Hep lipid drop cells 6.5 µM | T cell HTS vesicle-bound % | Hep lipid drop | Myeloid diff 2 GFP+ MAC1+ % | Myeloid diff 2 | T cell HTS
Cc1ccc(N(Cc2cc3ccc(C)cc3[nH]c2=O)S(=O)(=O)c2ccccc2)c(C)c1 | 770 | 35 | 6 | 0.5 | i | i
CCOc1ccccc1NC(=O)COC(=O)C1CCC1 | 718 | 16 | -2 | 0.8 | i | i
Cn1ccnc1C(OC(=O)c1ccc(Cl)cc1)C(F)(F)F (centres undefined) | 832 | 26 | 2 | 0.6 | i | i
Cc1ccc(NC(=O)C2CCCN(C(=O)Nc3ccc(F)cc3)C2)cc1 (centres undefined) | 771 | 33 | -5 | 0.0 | i | i
CC(OC(=O)c1nsc(Cl)c1Cl)C(=O)NC1CCCCC1 (centres undefined) | 834 | 30 | 2 | 3.1 | i | i
Cc1cc(NC(=O)CCC(=O)N(Cc2ccco2)C(C(=O)NC2CCCC2)c2ccccc2F)no1 (centres undefined) | 794 | 23 | -15 | 0.2 | i | i
COCCN1CC(C(=O)N2CCC(Oc3ccccc3OC)CC2)CCC1=O (centres undefined) | 834 | 55 | -4 | 0.3 | i | i
O=C(CCCC(=O)Nc1cccc(Br)c1)N/N=C/c1cc([N+](=O)[O-])ccc1O | 878 | 1 | 10 | 0.4 | i | i
COc1ccc(C)cc1S(=O)(=O)N1CCN(C(=O)c2ncoc2-c2ccccc2F)CC1 | 767 | 9 | -8 | 0.5 | i | i
O=C(c1ccc(NC2=NC3CS(=O)(=O)CC3S2)cc1)N1CCN(c2ccc(F)cc2)CC1 (centres undefined) | 794 | 34 | 2 | 0.7 | i | i
O=C(NCc1ccccc1)C1CCN(C(=O)Cc2ccccc2)CC1 | 720 | 39 | -7 | 0.7 | i | i
Cc1ccc(Cl)cc1N1CCN(S(=O)(=O)c2c(C)noc2C)CC1 | 717 | 41 | 16 | 2.9 | i | i
O=C(Nc1nccs1)c1ccc(Cl)nc1 | 813 | 47 | 3 | 0.4 | i | i
COC(=O)c1cc(S(=O)(=O)NCc2ccccc2OC)cn1C | 702 | 30 | -63 | x | u | i
Cc1c(C)n(Cc2ccccc2)c2ncnc(NN)c12 | 413 | 43 | -10 | 0.9 | i | i
O=C(Cn1ncc2c3ccccc3n(Cc3ccccc3)c2c1=O)NCCCN1CCOCC1 | 632 | 54 | 3 | 3.7 | i | i
CCCCC[C@H](O)/C=C/[C@H]1CCC(=O)[C@@H]1CCCCCCC(=O)N1CCCCC1CO (some centres undefined) | 718 | 20 | 4 | 0.9 | i | i
COc1ccc(CC(=O)NNS(=O)(=O)c2ccccc2[N+](=O)[O-])cc1OC | 782 | 41 | 6 | 1.7 | i | i
CC[C@@H](C)[C@H](CNC)NC[C@@H](Cc1cccc2ccccc12)NCCc1cccc(C(F)(F)F)c1 | 757 | 15 | 2 | 2.7 | i | i
C/C(=N\Nc1ccc(S(N)(=O)=O)cc1[N+](=O)[O-])c1cccnc1 | 846 | 15 | -2 | 1.1 | i | i
COc1ccc(NC(=O)CN2C(=O)CSc3ccc(S(=O)(=O)N4CCC(C)CC4)cc32)cc1 | 698 | 10 | -8 | 0.6 | i | i
CN(C)S(=O)(=O)c1ccc(C(=O)Nc2nnc(SCC(=O)NCC3CCCO3)s2)cc1 (centres undefined) | 638 | 21 | -1 | 0.8 | i | i
Cc1ccc(N(C)C(=O)CN(C)S(=O)(=O)c2ccc3c(c2)n(C)c(=O)c(=O)n3C)cc1 | 726 | 8 | -24 | 1.3 | i | i
CCCOc1ccc(-c2c(C(=O)N/N=C(\C)c3cccs3)nnn2-c2nonc2N)cc1 | 663 | 3 | 8 | 0.3 | i | i
CCN1CCN(CC(=O)Nc2ccc(N(C)C)cc2)CC1 | 796 | 63 | 5 | 0.4 | i | i
CCN(CC(=O)N1CCCCCC1)S(=O)(=O)c1ccc(C)cc1 | 815 | 60 | -13 | 0.2 | i | i
O=C(O)c1ccc(-n2c(/C=C/c3ccccc3)nc3ccccc3c2=O)cc1 | 429 | 13 | 1 | 0.7 | i | i
Cc1ccc(N(C(=O)c2csnn2)C(C(=O)NC2CCCCC2)c2ccccn2)cc1 (centres undefined) | 794 | 25 | -40 | 2.9 | i | i
COc1ccc(CNc2cccc3[nH]c(C(F)(F)F)nc23)cc1OC | 734 | 45 | -10 | 0.4 | i | i
COc1ccc(S(=O)(=O)N2CCN(C(=O)COc3ccc(C)c(C)c3)CC2)cc1OC | 820 | 13 | -5 | 1.0 | i | i
CSCc1ccc(C(=O)NCCSc2ccc(Br)cc2)cc1 | 853 | 6 | 6 | 1.0 | i | i
O=C(N/N=C/c1ccsc1)c1c[nH]c2ccccc12 | 839 | 8 | 12 | 0.2 | i | i
Cn1cccc1-c1cc(C(=O)N/N=C/c2ccc(Cl)cc2)[nH]n1 | 787 | 25 | 18 | 1.4 | i | i
Cc1cccnc1NC(=O)c1ccc(Cl)c(S(=O)(=O)N2CCCCCC2)c1 | 797 | 50 | -41 | x | u | i
O=C(Nc1ccc(N2CCCCC2)cc1)c1ccc([N+](=O)[O-])o1 | 767 | 39 | 7 | x | u | i
COc1ccccc1CNC(=O)[C@H](C)NC(=O)C1CCN(C(=O)[C@@H](N)C(C)C)CC1 | 767 | 28 | -2 | 1.7 | i | i
CCOc1ccc(CCNC(=O)c2cnc(C)cn2)cc1OCC | 861 | 9 | 27 | 1.0 | i | i
O=C(O)COc1ccc(NC(=O)c2ccc3c(c2)C(=O)N(C2CCCCC2)C3=O)cc1 | 649 | 30 | -19 | 1.0 | i | i
O=C(CCC(=O)N1CCSc2ccccc21)Nc1ccc(F)cc1 | 744 | 18 | 0 | 2.8 | i | i
N#CC/C(N)=N/Nc1nc2ccccc2nc1Cc1ccccc1 | 786 | 7 | -29 | 0.7 | i | i
COc1ccc(/C=C2/C(=O)N(c3c(F)c(F)c(F)c(F)c3F)N=C2C)cc1 | 805 | 60 | -3 | 0.5 | i | i
CC1CCN(S(=O)(=O)c2cccc(C(=O)NC3CCCCC3)c2)CC1 | 821 | 25 | -5 | 0.3 | i | i
CCc1cccc(NS(=O)(=O)c2c(C)[nH]c(=O)[nH]c2=O)c1 | 804 | 33 | 3 | 0.6 | i | i
O=C(C[n+]1cc(Br)cc2ccccc21)c1ccc(Br)cc1 | 874 | 57 | 1 | 1.3 | i | i
Cc1ccc(C(=O)N2CCN(c3ncccn3)CC2)cc1 | 797 | 23 | 0 | 0.5 | i | i
CC(C)=CC(=O)N1CC[C@@H](N2CCN(c3ccccc3F)CC2)[C@H](O)C1 | 808 | 61 | -5 | 0.4 | i | i
COC(=O)[C@@H](Cc1c[nH]c2ccccc12)NC(=O)C1CCCN(S(=O)(=O)c2ccc(C)cc2)C1 (some centres undefined) | 771 | 51 | -19 | 0.5 | i | i
CN(Cc1c(C(=O)N/N=C/c2cccs2)nnn1-c1nonc1N)c1ccccc1 | 681 | 2 | 3 | 2.5 | i | i
CC(C)(C)c1nnc(NC(=O)c2ccc3c(c2)OCO3)s1 | 608 | 8 | -13 | 0.4 | i | i
CCOc1ccccc1C(=O)NCC(=O)OCCOc1cccc(Cl)c1 | 802 | 22 | 0 | 1.3 | i | i

Sorted by the number under Myeloid diff 2 GFP+ MAC1+ % (descending): 4 of the compounds above.
| Compound | Myeloid diff 2 GFP+ MAC1+ % |
| --- | --- |
| O=C(CCC(=O)N1CCSc2ccccc21)Nc1ccc(F)cc1 | 2.8 |
| Cn1cccc1-c1cc(C(=O)N/N=C/c2ccc(Cl)cc2)[nH]n1 | 1.4 |
| COC(=O)[C@@H](Cc1c[nH]c2ccccc12)NC(=O)C1CCCN(S(=O)(=O)c2ccc(C)cc2)C1 (some centres undefined) | 0.5 |
| CC1CCN(S(=O)(=O)c2cccc(C(=O)NC3CCCCC3)c2)CC1 | 0.3 |

Compound activity: PubChem, several laboratories
